NTR1 ag: agonists of NTR1, primary screen, imaging, U2OS cells, beta-arrestin-GFP, high content (AID 493036) | NTR1-U2OS beta-arrestin-GFP spot imaging, agonist mode | P30989 | activation, % at 20 µM | hit rate 0.17% among 330,000;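 active = activation at or above 40% of the spot to cytoplasm intensity ratio, with at least 20 cells analyzed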;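 note: 0% = DMSO without peptide and 100% = 100 nM NTR1 peptide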
Target sequence (P30989 whole entry, looked up): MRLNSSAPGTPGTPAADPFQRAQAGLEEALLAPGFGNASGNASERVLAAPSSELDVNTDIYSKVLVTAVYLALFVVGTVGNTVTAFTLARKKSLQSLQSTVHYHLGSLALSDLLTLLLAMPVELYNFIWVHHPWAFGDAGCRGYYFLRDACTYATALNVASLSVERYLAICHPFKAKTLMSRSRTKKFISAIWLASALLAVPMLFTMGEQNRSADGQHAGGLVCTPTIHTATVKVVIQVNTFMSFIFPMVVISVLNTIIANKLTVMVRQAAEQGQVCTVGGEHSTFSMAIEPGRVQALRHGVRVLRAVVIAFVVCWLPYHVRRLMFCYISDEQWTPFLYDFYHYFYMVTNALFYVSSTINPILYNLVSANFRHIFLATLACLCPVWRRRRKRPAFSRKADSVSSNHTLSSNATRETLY
MgcRacGAP inhibition: MgcRacGAP GTPase-activating activity inhibitors, confirmation, biochemical, ADP Hunter fluorescence; inhibition, % at 30 µM; hits with a dose series show IC50 in µM; hit rate 0.6% among 340,000; AID 624330; MgcRacGAP-stimulated Rac1 GTP hydrolysis, ADP Hunter fluorescence; higher % means a stronger effect; GST-tagged Rac1 F28L mutant substrate;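 active = first-screen hits whose inhibition reached a set limit at any dose in the follow-up dose series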;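 note: fluorescence reports GDP produced by GAP-driven GTP hydrolysis; strong numbers were not always called active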
UTI89 phage lysis: protection from phage-mediated lysis, alamar blue read-out – E. coli UTI89, K1F phage, bacterial capsule biogenesis inhibitors (AID 488966). E. coli UTI89 K1F phage lysis, alamar blue, 2 h; higher % means a stronger effect. inhibition, % at 100 µM, or IC50 in µM where a hit was titrated. hit rate 0.02% among 340,000;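 active = phage lysis inhibition, versus mean bacterial control, above a set limit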;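 note: capsule biogenesis inhibitors block K1F phage lysis so surviving cells raise fluorescence; higher fluorescence means more inhibition of phage lysis; actives were called in the ten point dose series up to 300 µM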
Salmonella PhoP GFP: inhibitors of PhoP regulon expression, primary screen, Salmonella Typhimurium, GFP reporter (AID 1863); hit rate 0.16% among 300,000; S. Typhimurium PhoP-regulated promoter GFP reporter, 4 h; higher % means a stronger effect; inhibition, % at 50 µM, or IC50 in µM where a hit was titrated;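 active = inhibition over 29.93%, a cutoff 3 SD above the screen mean, later confirmed by dose response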;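 note: 0% = low Mg2+ inducing control and 100% = high Mg2+ repressing control; strong numbers were not always called active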
West Nile antiviral: West Nile virus antiviral activity, cell-based, CPE readout (AID 1621). CPE inhibition, % at 10 µM; hits with a dose series show IC50 in µM. West Nile virus-infected cells, CPE inhibition; higher % means a stronger effect. hit rate 0.02% among 290,000; in the data active = a potency from the dose series; note: strong numbers were not always called active
SV40 large T antigen: TAg ATPase/helicase activity blockers – biochemical (AID 1903); SV40 large T antigen ATPase/helicase inhibition assay; higher % means a stronger effect; one-dose inhibition, % at 20 µM; IC50 in µM for titrated hits; hit rate 0.39% among 310,000; in the data active = a potency from the dose series; note: strong numbers were not always called active
Dengue-2 NS5 capping: Dengue-2 NS5 methyltransferase inhibitors, primary screen, biochemical, confirmation dose response (AID 588689) | Dengue-2 NS5 methyltransferase capping enzyme assay, biochemical; higher % means a stronger effect | inhibition, % at 25 µM; hits with a dose series show IC50 in µM | hit rate 0.3% among 340,000; in the data active = a potency from the dose series
T cell HTS: T cell immune modulators affecting CD8 T cell-vesicle binding. hit rate 0.068% among 330,000. calls only at 7 µM. 2C CD8+ T cell-vesicle binding, flow cytometry; stronger effect = lower value. AID 2052;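 active = response, share of CD8 T cells binding vesicles, and their 90th percentile fluorescence all below set limits, cut at about 80% in these data, passing the limit was not always enough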
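Read-out – percent CD8+ FL2 mean versus row control · System – murine 2C transgenic CD8+ T lymphocytes · Times – 1.5 h cell–vesicle binding at 37 °C, then 20 min icy labelling · Control set – naked vesicles low, QL9 vesicles with vehicle high · Detection – cytometric PE anti-B7-1 and Alexa647 anti-CD8 signals after 1% paraformaldehyde fixation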
RSV antiviral HEp-2: inhibition of RSV-induced cytopathic effect – HEp-2 cells, primary 10 µM value included (AID 2391). HEp-2 cells, RSV-induced CPE inhibition; higher % means a stronger effect. CPE inhibition, % at 10 µM, or IC50 in µM where a hit was titrated. hit rate 0.13% among 310,000; in the data active = a potency from the dose series; note: strong numbers were not always called active
T cell HTS vesicle-bound %: recorded beside T cell HTS, whose call it bears; double positive events, %; measured here: CD8+ vesicle-bound cell fraction;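 binding gate set so that unloaded-vesicle control wells show 10% double positive cells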
NTR1 ag cell count 20 µM: also measured in NTR1 ag; calls as there; cell count; measured here: cell count, cytotoxicity flag
Dengue-2 NS5 capping pilot replicate: also measured in Dengue-2 NS5 capping; calls as there; inhibition, %; measured here: pilot screen replicate inhibition
An asterisk follows results filed as active; i = inactive; · = not tested or not shown; [ ] = dose if it differs, or a comment. The order is random, and some 1.5% of all compounds hit somewhere here.

SMILES | NTR1 ag | NTR1 ag cell count 20 µM | MgcRacGAP inhibition | UTI89 phage lysis | Salmonella PhoP GFP | West Nile antiviral | SV40 large T antigen | Dengue-2 NS5 capping | T cell HTS | T cell HTS vesicle-bound % | RSV antiviral HEp-2 | others
CCc1nc(SCc2ccc(Cl)cc2)n[nH]1 | 2.1 | 96 | 10% | 0.0% | -6% | -0.3% | 2% | -10% | i | 53 | 1.5%
Cc1ccc(C(CC(=O)N2CCCCC2)c2ccccc2)c(O)c1C (stereo not given) | 0.5 | 93 | 7% | 0.1% | -1% | 0.1% | 34% | 1% | i | 50 | 1.3%
COC(=O)C1=C(C)NC(=S)N(C(C)=O)C1c1ccccc1 (stereo not given) | 1.5 | 57 | 2% | 0.3% | 2% | 0.1% | 24% | · | i | 52 | 0.2%
COc1ccc(CNC(=O)C[C@H]2C[C@H](C(=O)N3CCOCC3)[C@@]3(C)c4[nH]c5ccc(Cl)cc5c4CCN3C2=O)cc1OC | -0.4 | 93 | 7% | 0.0% | · | · | · | -1% | · | · | ·
Cc1ccc(-c2csc(NC(=O)CN3CCOCC3)n2)cc1C | -0.8 | 55 | 7% | 0.2% | 8% | -0.6% | 5% | 1% | i | 58 | 8.2% | Dengue-2 NS5 capping pilot replicate=1.5
COc1ccc(CCNC(=O)COC(=O)c2cc(OC)c(OC)cc2OC)cc1OC | -0.7 | 80 | 7% | 0.2% | -7% | -0.5% | 10% | -1% | i | 49 | 0.1%
Cc1cnc(C(=O)OCC(=O)Nc2ccc(Cl)cc2Cl)cn1 | 0.8 | 28 | 6% | -0.6% | -6% | 0.2% | 3% | -7% | i | 14 | 0.6%
O=C(/C=C/c1ccco1)NCc1ccccn1 | -1.5 | 64 | 10% | 0.1% | 3% | 0.9% | 8% | -2% | i | 56 | 1.3%
O=C(NCC1CCN(C(=O)c2ccc([N+](=O)[O-])cc2)CC1)c1ccc([N+](=O)[O-])cc1 | -1.1 | 51 | 10% | 0.2% | -2% | -1.3% | -3% | 3% | i | 47 | 10%
CN(C)S(=O)(=O)c1cccc(COC(=O)CCNC(=O)c2ccc([N+](=O)[O-])cc2)c1 | -0.9 | 53 | 2% | -0.1%[50 µM] | · | · | · | -1% | i | 26 | 1.8%
COc1ccc(OCC(=O)NNC(=O)c2ccc(-c3ccccc3)cc2)cc1 | 1.3 | 98 | 7% | 1.0% | 0% | · | 1% | 2% | i | 12 | 0.3%
CC(C)c1ccc(OCC(=O)N2CCN(C(=O)c3ccco3)CC2)cc1 | -0.9 | 68 | 3% | 0.2% | 2% | -0.9% | 12% | -3% | i | 66 | 2.0%
COc1ccccc1CN1CCN(C(=O)c2cccc3ccccc23)CC1 | -1.3 | 52 | · | · | · | · | 12% | · | i | 57 | 3.0%
O=S1(=O)NC(=NCCOCCO)c2ccccc21 | 2.6 | 40 | 2% | -0.7% | -5% | 1.6% | 6% | -1% | i | 13 | 1.3%
Cc1ccc(C(=O)N/N=C\c2ccncc2)s1 | 0.3 | 66 | 8% | 1.0%[50 µM] | 2% | -0.2% | 7% | -4% | i | 18 | 1.6%
S=C1NCCOCCOCCOCCN1 | 0.3 | 59 | 2% | 0.3% | -7% | 0.2% | 10% | -6% | i | 31 | 1.6%
COc1ccc(-c2nc(Cn3c(SCc4ccccc4F)nc4ccncc43)c(C)o2)cc1 | 6.3 | 95 | 1% | 0.6% | -6% | -0.1% | 6% | -5% | i | 28 | -0.5%
CC(=O)N1CCc2c(sc(NC(=O)CN3C(=O)CCC3=O)c2C(N)=O)C1 | 0.2 | 57 | 2% | 0.6% | -3% | 0.5% | 12% | 3% | i | 20 | 2.5%
O=C(N/N=C/c1sc(N2CCOCC2)nc1-c1ccccc1)c1cccc(S(=O)(=O)N2CCCC2)c1 | 2.0 | 59 | -2% | 0.1% | 3% | -1.0% | 10% | -7% | i | 49 | -1.7%
Cc1ccc(S(=O)(=O)NN=C2C3CC4CC(C3)CC2C4)cc1[N+](=O)[O-] | -0.5 | 42 | -9% | -3.5% | -6% | -0.1% | 6% | 2% | i | 48 | 0.4%
Cc1cc2nc(CSc3ccc(Cl)cc3)cc(=O)n2[nH]1 | -0.5 | 33 | -3% | 1.5% | -3% | 1.1% | 9% | 8% | i | 54 | 0.7%
C/C(=N\NC(=O)c1cc(-c2ccc(O)cc2)nc2ccccc12)c1cccnc1 | 1.0 | 56 | 18% | 1.5%[50 µM] | 6% | -0.3% | 29% | 3% | i | 63 | 1.7%
O=C(NC(=S)NNC(=O)c1ccccc1[N+](=O)[O-])c1ccc(Br)cc1 | 2.0 | 60 | 15% | -0.7% | -4% | 0.0% | 16% | -17% | i | 54 | 0.2%
Cc1cccc(C)c1NC(=O)COC(=O)c1cc(-c2cccnc2)nc2ccccc12 | 0.4 | 84 | 11% | 0.0% | -2% | 0.0% | 36% | 5% | i | 55 | 2.3%
Cc1ccc(CNC(=O)CSc2ncc(C(=O)Nc3ccccc3)c(=O)n2C)cc1 | 23 | 47 | 8% | 1.4%[50 µM] | 5% | · | 6% | -1% | i | 45 | 2.3%
Cc1ccc(C)c(OCCC(=O)N2CCN(S(=O)(=O)c3cc(F)ccc3F)CC2)c1 | 1.1 | 58 | 6% | -0.5%[50 µM] | · | · | · | -3% | i | 28 | 0.4%
Cc1csc(=O)n1CCC(=O)OCC(=O)NNC(=O)c1ccccc1 | -1.1 | 73 | 6% | 0.8%[50 µM] | -9% | · | 20% | -3% | i | 57 | -2.5%
O=S(=O)(c1ccc(NC(=S)NCc2ccco2)cc1)N1CCCC1 | -1.3 | 40 | 5% | 0.8% | -3% | -0.1% | 2% | -7% | i | 45 | 2.7%
CCc1nnc(NC(=O)CSc2nnc(-c3ccc(S(=O)(=O)N4CCCC4)cc3)n2CC)s1 | -0.6 | 67 | 4% | 0.7% | 2% | -0.4% | 7% | 1% | i | 43 | 2.8% | Dengue-2 NS5 capping pilot replicate=0.3
COC(=O)Nc1ccc(S(=O)(=O)NCCO)cc1 | 2.1 | 78 | 4% | 0.4% | -2% | -0.1% | 2% | 6% | i | 40 | 4.8% | Dengue-2 NS5 capping pilot replicate=1.8
CCN(CC)CCNC(=O)c1ccc(NC(=O)C2CCN(c3ncnc4sc(C)c(C)c34)CC2)cc1 | 1.9 | 48 | 11% | 0.0% | -5% | 23% | 3% | 2% | i | 44 | 3.3%
Cc1ccc(NC(=O)C2CSC3(C)CCC(=O)N23)cc1S(=O)(=O)N1CCOCC1 (stereo not given) | 2.0 | 46 | 2% | 0.5%[50 µM] | · | · | · | 6% | i | 38 | -0.4%
Cc1cc(C)n(CC2CC(=O)N(c3ccc(Cl)c(Cl)c3)C2=O)n1 (stereo not given) | 1.5 | 93 | 1% | 0.8% | 10% | -0.1% | 14% | 3% | i | 6 | -0.2%
CCOc1ccc(/C(O)=C2/C(=O)C(=O)N(c3ncccn3)C2c2ccccc2)cc1 (stereo not given) | 0.3 | 101 | 6% | 0.1% | -2% | -0.1% | 5% | 0% | i | 54 | 2.5%
CCCN1C(=O)/C(=N\OCC(=O)NCC(F)(F)F)c2ccccc21 | 0.7 | 47 | 2% | -0.2% | 20% | 0.0% | 2% | -3% | i | 28 | 1.9%
Cc1onc(-c2ccccc2)c1C(=O)Nc1cccnc1 | 1.1 | 56 | 10% | 2.0% | 3% | 0.2% | 2% | 0% | i | 44 | -1.3%
Cc1ccc(C)n1-c1nn(S(=O)(=O)c2cccc3cccnc23)c2cccc(F)c12 | 2.3 | 54 | 3% | 0.3% | -2% | -0.3% | 17% | 5% | i | 29 | 12%
Cc1cc2nc(-c3ccc(SCC(=O)Nc4ccc5c(c4)OCCO5)nc3)[nH]c2cc1C | 1.4 | 39 | 12% | 0.1% | 12% | -0.2% | -5% | -6% | i | 28 | 5.6%
CCOC(=O)c1ccc2c(c1)nc(SC/C(O)=C(\C#N)c1nc3ccccc3[nH]1)n2CC | 0.3 | 87 | 11% | 3.6% | -12% | 1.7% | -1% | -1% | i | 29 | 0.7%
COc1ccc(C2SCC(C(=O)O)N2C(C)=O)cc1 (stereo not given) | 2.8 | 78 | -4% | -0.3% | -12% | 0.3% | 5% | 0% | i | 41 | 0.6%

Reprinted at random: two compounds from above
SMILES | NTR1 ag | NTR1 ag cell count 20 µM | MgcRacGAP inhibition | UTI89 phage lysis | Salmonella PhoP GFP | West Nile antiviral | SV40 large T antigen | Dengue-2 NS5 capping | T cell HTS | T cell HTS vesicle-bound % | RSV antiviral HEp-2 | others
O=C(NC(=S)NNC(=O)c1ccccc1[N+](=O)[O-])c1ccc(Br)cc1 | 2.0 | 60 | 15% | -0.7% | -4% | 0.0% | 16% | -17% | i | 54 | 0.2%
Cc1ccc(NC(=O)C2CSC3(C)CCC(=O)N23)cc1S(=O)(=O)N1CCOCC1 (stereo not given) | 2.0 | 46 | 2% | 0.5%[50 µM] | · | · | · | 6% | i | 38 | -0.4%

Back to the main list, starting 4 compounds before the break.
SMILES | NTR1 ag | NTR1 ag cell count 20 µM | MgcRacGAP inhibition | UTI89 phage lysis | Salmonella PhoP GFP | West Nile antiviral | SV40 large T antigen | Dengue-2 NS5 capping | T cell HTS | T cell HTS vesicle-bound % | RSV antiviral HEp-2 | others
Cc1ccc(C)n1-c1nn(S(=O)(=O)c2cccc3cccnc23)c2cccc(F)c12 | 2.3 | 54 | 3% | 0.3% | -2% | -0.3% | 17% | 5% | i | 29 | 12%
Cc1cc2nc(-c3ccc(SCC(=O)Nc4ccc5c(c4)OCCO5)nc3)[nH]c2cc1C | 1.4 | 39 | 12% | 0.1% | 12% | -0.2% | -5% | -6% | i | 28 | 5.6%
CCOC(=O)c1ccc2c(c1)nc(SC/C(O)=C(\C#N)c1nc3ccccc3[nH]1)n2CC | 0.3 | 87 | 11% | 3.6% | -12% | 1.7% | -1% | -1% | i | 29 | 0.7%
COc1ccc(C2SCC(C(=O)O)N2C(C)=O)cc1 (stereo not given) | 2.8 | 78 | -4% | -0.3% | -12% | 0.3% | 5% | 0% | i | 41 | 0.6%
COc1ccc(N(C(=O)c2cccc(OC)c2OC)C2C=CS(=O)(=O)C2)cc1 (stereo not given) | -1.5 | 64 | 11% | 0.6% | -1% | -0.7% | -1% | -5% | i | 15 | -0.2%
CCC(CO)Oc1cc(NCc2cccnc2)c2ncn(C(C)C)c2c1 (stereo not given) | -1.2 | 60 | 7% | 2.1% | · | · | · | 9% | i | 22 | ·
COCCNC(=O)c1cccc(OC2CCN(Cc3ccc(C(=O)OC)cc3)CC2)c1 | -0.4 | 60 | 7% | i | 6% | -1.3% | 6% | 5% | i | 59 | 6.3%
O=C(NCCCl)Nc1ccc(Cl)c([N+](=O)[O-])c1 | 0.6 | 90 | 5% | 0.4% | -9% | -0.5% | 8% | -4% | i | 50 | 7.0%

Screening results (PubChem BioAssay)
